ABCB6 inh 2 – blocks the human ABCB6 transporter; Q9NP58; K562-ABCB6 porphyrin accumulation, flow cytometry, 1 h; hits give low values; fluorescence ratio to DMSO, % at 10 µM; actives 0.19% (n = 360,000);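 active means fluorescence ratio to DMSO below 75%, the collection mean minus 3 SD; inconclusive means too few cells collected in the well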;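 further: signal is porphyrin accumulated inside mitochondria; 100% equals median channel fluorescence of DMSO control wells; lower ratio means ABCB6 inhibition with less porphyrin fluorescence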
Target sequence (Q9NP58 whole entry, looked up): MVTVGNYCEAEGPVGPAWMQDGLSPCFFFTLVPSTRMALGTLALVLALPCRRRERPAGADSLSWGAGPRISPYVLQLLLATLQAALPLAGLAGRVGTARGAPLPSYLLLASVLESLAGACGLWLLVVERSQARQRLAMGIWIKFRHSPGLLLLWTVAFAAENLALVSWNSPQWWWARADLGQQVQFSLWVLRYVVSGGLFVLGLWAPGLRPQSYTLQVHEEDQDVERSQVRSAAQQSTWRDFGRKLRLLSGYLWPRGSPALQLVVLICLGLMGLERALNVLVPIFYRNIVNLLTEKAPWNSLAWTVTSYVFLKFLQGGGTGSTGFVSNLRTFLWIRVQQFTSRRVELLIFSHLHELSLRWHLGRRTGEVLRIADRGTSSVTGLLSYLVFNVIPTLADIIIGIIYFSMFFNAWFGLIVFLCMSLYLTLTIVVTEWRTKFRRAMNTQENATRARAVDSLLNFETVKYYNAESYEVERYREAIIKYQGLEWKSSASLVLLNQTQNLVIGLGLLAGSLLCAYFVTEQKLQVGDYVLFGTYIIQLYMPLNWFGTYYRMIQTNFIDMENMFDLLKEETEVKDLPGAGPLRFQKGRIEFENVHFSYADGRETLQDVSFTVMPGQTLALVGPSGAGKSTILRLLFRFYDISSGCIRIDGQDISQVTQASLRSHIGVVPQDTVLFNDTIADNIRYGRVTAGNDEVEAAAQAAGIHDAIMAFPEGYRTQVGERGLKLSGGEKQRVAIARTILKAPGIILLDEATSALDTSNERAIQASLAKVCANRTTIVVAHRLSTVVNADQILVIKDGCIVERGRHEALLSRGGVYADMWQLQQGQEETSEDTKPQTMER
PDI turbidity – inhibitors of human protein disulfide isomerase; actives 0.052% (n = 350,000); inhibition, % at 10 µM; PDI insulin aggregation turbidity, A650, 90 min; AID 588391;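 active means mean inhibition across replicates of 30% or more, whatever share of single replicates reach that level; inconclusive means mean inhibition below 30% while every single replicate reaches 30%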;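 further: absorbance from insulin aggregation driven by PDI reduction with DTT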
Glyco luc inh – N-linked glycosylation inhibition; reporter increase, % at 12.5 µM; D54 ERlucT glycosylation luciferase reporter, 24 h; percent of 100 nM tunicamycin response; actives 0.23% (n = 360,000);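 active means mean luciferase reporter signal, scaled so untreated is 0 and the glycosylation-blocking control 100, at or above a set limit in every replicate; inconclusive means mean reaches the limit but not every replicate does; inactive means mean below the limit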;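 further: luciferase carries N-glycosylation sites so blocking glycosylation raises the light; 0% = median of neutral control wells and 100% = median of 100 nM tunicamycin wells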
CaV13 FRET inh – Primary screen for inhibitors of IQ motif and Ca2+-dependent inactivation inhibitor domain binding in CACNA1D, Förster resonance energy transfer in living cells, …; inhibition, % at 12.3 µM; actives 0.098% (n = 340,000); AID 743397; HEK cells, CFP/YFP FRET ICDI-IQ, plate reader, 10 min; percent FRET-ratio fall versus neutral wells;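 active means mean replicate inhibition of at least 30% and at least 1% of replicates passing that level; inconclusive means only one of the two criteria is met; inactive means neither criterion is met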;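 further: 0% = median of the neutral control wells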
m5-HT2A agonist – activates the mouse 5-HT2A serotonin receptor | P35363 | actives 0.66% (n = 360,000) | AID 624169 | activation, % at 7.6 µM | CHO-K1 mHTR2A beta-arrestin complementation, luminescence; percent of 30 µM serotonin response;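 active means activation above a run cutoff, the mean activation of all tested compounds plus 3 SD, cut at about 14% in these data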;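 further: 0% = plate median of compound wells and 100% = 30 µM serotonin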
Cardio protect – modulators protecting cardiomyocytes from myocardial damage; H9c2 cardiomyocytes, H2O2 injury protection, ATPLite, 2 h; protection from H2O2 cell death, % at 20 µM; actives 0.63% (n = 360,000);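 active means compounds giving at least 50% protection of heart cells from peroxide-induced death in the single-dose screen, raw or plate-pattern-corrected value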;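 further: 0% = DMSO wells with peroxide and 100% = DMSO wells without peroxide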
Vif imaging – HIV Vif inhibition | inhibition, % at 7.49 µM | HEK293T cells, Vif self-association by quenched fluorescence, imaging, 24 h | actives 0.35% (n = 340,000); in the data active means inhibition above about 50%, passing the limit was not always enough; inconclusive means no clear call, values can overlap the other calls; inactive means below about 31%; further: some results filed as inactive read as strong as hits
aDG glyco up – increases alpha dystroglycan glycosylation. AID 624168. actives 0.22% (n = 360,000). activation, % at 10 µM. Pro5-aDG cells, alpha-DG glycosylation AlphaScreen (IIH6); 0% Pro5, 100% B10-LARGE cell signal;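 active means activation of at least 8% versus controls, or a plate z-score of at least 8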;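 further: Pro5 are CHO cells carrying HIG-tagged alpha-DG that lacks glycosylation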
Exocytosis inh – blocks lytic granule exocytosis | inhibition, % at 10 µM | TALL-104 LAMP-1 surface exposure, flow cytometry; cells stimulated with thapsigargin and PMA | AID 651702 | actives 0.66% (n = 360,000);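 active means inhibition above about 55%, limit read from the data; inconclusive means no clear call, values can overlap the other calls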
hiPSC survival – hiPSC single-cell survival enhancement; ATPlite luminescence; 100% = ROCK inhibitor wells, 0% = DMSO; survival enhancement, % at 20 µM; actives 0.044% (n = 360,000); AID 602274; in the data active means survival enhancement above about 18%;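 further: cells exposed to compounds for 16 hours before the ATP read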
Active calls of the source: *; ? = inconclusive; . = not tested or not shown.

SMILES	ABCB6 inh 2	PDI turbidity	Glyco luc inh	CaV13 FRET inh	m5-HT2A agonist	Cardio protect	Vif imaging	aDG glyco up	Exocytosis inh	hiPSC survival
CCC(=O)N1CCC(C)(C(=O)Nc2ccc3c(c2)OCCO3)C1 (centres undefined)	98.0	0.3	-1.6	-12.5	-3.1	7.3	-4.2	0.0	-0.4	-1.2
Cc1ccc(Sc2nc(C)c([N+](=O)[O-])c(C)c2C#N)cc1	95.0	-3.4	0.1	-3.6	2.3	-4.9	25.7	0.0	-24.3	-0.1
CCOc1cc(C(=O)OCC(=O)Nc2cccc(C)c2)ccc1OCC(=O)N1CCOCC1	101.0	-2.1	1.8	9.5	-2.1	1.7	-3.6	-0.2	2.4	-2.9
O=C(Cn1cnc2cc([N+](=O)[O-])ccc2c1=O)Nc1ccc(N2CCOCC2)cc1	95.0	-3.3	0.6	-6.4	3.8	-2.7	3.8	0.8	-1.5	-0.5
N#CC1=C(N)SC(N)=C(C#N)C1CCc1ccccc1	106.0	-1.1	.	-4.8	6.8	-9.9	.	0.2	8.4	2.0
CCOc1ccc(C(C(=O)NC2CCCCC2)N(C(=O)c2ccco2)c2ccc(-n3cnnn3)c(C)c2)cc1 (centres undefined)	99.0	2.0	-1.2	.	-7.4	12.4	-15.1	3.4	0.6	0.3
COc1ccc(-c2cc(C(F)(F)F)n3nc(N)nc3n2)cc1	107.0	1.2	2.7	-5.9	3.1	0.4	11.6	0.0	-3.5	-2.4
C=CCC(=O)OCC(=O)Nc1ccc(Cl)cn1	104.0	-2.6	-0.2	-5.1	1.4	-1.5	0.9	-0.1	0.5	0.7
Cc1nn(Cc2ccccc2)c(C)c1NC(=O)CCCn1nc(C)c([N+](=O)[O-])c1C	98.0	-12.4	-0.2	-5.1	4.5	2.6	1.5	-0.3	-1.4	0.1
Clc1ccc(CN2CCC(c3nc4ccc(Cl)cc4[nH]3)CC2)cc1	107.0	6.6	0.2	-9.5	-7.2	-8.8	.	3.7	4.4	-2.1
COc1cc(OC)cc(C2=Cc3ccccc3C(CC(=O)c3ccco3)N2c2ccc(-c3ccc(C(N)=O)cc3)cc2)c1 (centres undefined)	107.0	.	.	-5.1	-3.0	.	.	-0.4	-6.8	0.0
O=C(O)COc1ccccc1-c1ccccc1	92.0	-1.0	-0.4	-5.3	-4.0	0.3	.	-0.2	-9.5	1.3
O=C(/C=C/c1ccco1)Nc1cccc(NC(=O)/C=C/c2ccco2)n1	100.0	3.5	2.5	-2.4	1.1	27.3	3.6	-0.5	2.6	-1.8
O=C(COC(=O)CSc1ccc([N+](=O)[O-])cc1)NCCCc1ccccc1	100.0	-5.7	2.7	-10.8	-2.4	-3.0	0.9	-0.1	-10.3	0.3
COc1ccc(-c2c(C)nn3c(N4CCC(C(=O)N5CCCCC5)CC4)cc(C)nc23)cc1OC	101.0	4.1	-0.7	-5.7	4.2	34.5	-6.4	-0.3	-2.6	-0.6
Cc1ccc(F)c(CNC(=O)C2CCC(=O)N(CCCN3CCCC3=O)C2)c1F (centres undefined)	101.0	-2.9	-0.6	-16.5	3.2	5.2	?	-0.2	10.3	0.2
O=C(CSc1n[nH]c(=O)n1C1CC1)c1c[nH]c2ccccc12	97.0	-6.8	2.5	-6.7	0.9	17.2	7.1	0.0	9.8	0.4
O=S(=O)(NC1CCCCC1)c1ccc(Cl)nc1	99.0	-2.4	1.2	-5.0	0.2	-2.6	?	0.0	6.5	1.5
O=C(NCCCO)c1cc2c([nH]c3ccccc32)c(-c2ccc(F)cc2)n1	95.0	9.9	11.5	-1.9	2.6	27.7	-14.3	0.1	51.1	0.7
CC(=O)c1coc2c1cc(O)c1ccccc12	96.0	14.6	4.5	-5.4	-6.6	-2.6	-1.1	0.6	-2.0	0.4
CCOC(=O)N1CCN(C(=O)c2ccc3c(c2)NC(=O)/C(=C\c2cccc(C)c2)S3)CC1	100.0	-0.9	0.9	-7.3	-3.8	4.7	-1.1	-0.1	12.3	0.0
COC(=O)c1ccccc1NC(=O)CSCC(=O)Nc1ccccc1	104.0	0.4	2.7	-5.9	18.0*	4.1	-3.6	-0.1	7.9	-1.5
O=C1C[C@@H](c2ccccc2)Oc2cc(O)cc(O)c21	95.0	0.8	1.6	-10.2	0.7	0.5	9.0	0.1	12.4	-2.5
COC(=O)/C(C#N)=C1/SC=C(C)N1c1ccccc1	87.0	4.9	0.1	3.7	1.5	2.3	0.8	0.0	-4.2	1.0
CS/C(=N\S(=O)(=O)c1ccccc1)c1ccccc1	97.0	1.1	1.5	-13.4	1.2	55.9*	5.0	-0.1	-1.4	-0.5
CCC(=O)N1CCc2cc(Br)cc(S(=O)(=O)CCC(=O)NCC3CCCO3)c21 (centres undefined)	103.0	6.4	-0.2	-4.9	9.9	-4.7	-12.2	0.2	3.5	-1.0
O=C(COc1ccc(Cl)cc1)NCCSc1ccccc1	105.0	7.6	-2.4	-1.3	-3.8	-8.0	-1.3	-0.3	-3.4	10.0
O=C(CC1c2ccccc2Oc2ccccc21)Nc1ccccc1F	97.0	-7.7	-1.7	-8.8	1.9	-4.4	-3.9	0.5	-1.7	-0.1
COc1cccc(-c2cc(=O)c3cc(NC(C)=O)ccc3[nH]2)c1	97.0	-0.4	2.4	-10.8	0.6	4.5	-6.3	0.5	-0.4	-2.0
CCCSc1ncnc2sc(C)c(C)c12	91.0	-15.7	-1.0	10.1	-4.5	-11.9	-3.8	0.2	-1.6	0.3
CCCCn1c(NCCC)nc2c1c(=O)[nH]c(=O)n2C	100.0	8.6	-1.7	-2.4	-0.9	-0.8	-3.1	-0.3	-1.2	0.5
CC(=O)Nc1ccc(NC(=O)C(C)OC(=O)COc2ccc(Nc3ccccc3)cc2)cc1 (centres undefined)	97.0	0.8	1.6	-5.9	0.7	-5.6	0.2	-0.1	0.8	1.2
Cc1ccc(S(=O)(=O)N(C)C)cc1NC(=O)CN1CCN(Cc2ccccc2)CC1	100.0	3.5	0.0	-6.4	3.1	5.1	-7.1	-0.3	3.3	0.2
CC1Cc2ccccc2N1C(=O)COC(=O)c1ccc([N+](=O)[O-])o1 (centres undefined)	100.0	-11.1	-0.3	-6.0	-2.7	14.1	6.2	0.3	-3.1	-1.9
CCN(CC(=O)Nc1ccc(S(=O)(=O)N2CCCC2)cc1)CC(=O)Nc1cccc(OC)c1	93.0	-9.5	1.0	-5.5	1.6	-4.9	-4.6	0.0	-1.8	0.2
C=C(C)C(=O)Oc1ccc(N2C(=O)CCC2=O)cc1	96.0	-4.2	1.6	-15.3	1.5	-11.0	0.0	0.0	-1.4	0.0
COc1ccc(CCC(N)=O)cc1OC	96.0	-3.8	-4.0	-5.1	10.6	4.5	8.2	0.1	0.7	2.6
COc1cc(/C=N/N2CCN(C3c4ccccc4-c4ccccc43)CC2)ccc1O	97.0	9.1	3.6	-2.3	1.7	-16.2	-3.8	0.5	1.3	-2.1
Cc1cc(C)nc(NC(=O)c2c(Cl)cccc2Cl)n1	85.0	11.2	1.8	-19.1	7.2	0.4	4.5	0.5	-0.2	-0.2
Cc1ccccc1-c1noc(CNC(=O)c2ccco2)n1	96.0	4.3	1.8	-3.6	7.5	-2.1	10.9	-0.1	-8.3	1.0
COc1ccc(/C=C/c2nnc(NC(=O)CC(C)C)s2)cc1	100.0	-9.2	1.7	-9.1	5.0	-8.4	-2.1	0.5	-6.5	0.3
COc1ccc(C2=NN(C(=O)/C=C/c3ccccc3)C(c3ccccc3)C2)c(OC(C)=O)c1 (centres undefined)	99.0	5.8	-1.3	-4.5	4.9	5.3	3.8	-0.6	-2.9	4.1
N#C/C(=C\c1ccco1)C(=O)Nn1cnnc1	91.0	-5.5	2.0	-4.3	2.4	1.3	-2.0	0.0	0.5	1.7
CCCCCC1CCC(C(=O)O)CC1 (centres undefined)	94.0	-0.6	0.7	.	-6.6	0.7	-15.8	-0.2	-0.2	2.0
Cc1ccc(COC(=O)NCc2cccnc2)cc1	92.0	-2.1	2.1	-4.8	-1.9	1.9	-2.6	0.5	-1.8	-0.6
O=C1N[C@@H](c2ccccc2)COC(=O)[C@H](Cc2ccc(F)cc2)C/C=C\C[C@H]1CC(=O)N(CCO)Cc1ccccc1	103.0	-0.7	-0.9	-9.5	0.1	1.3	-11.9	0.1	-4.3	3.3
O=S(=O)(Nc1ccc2c(c1)nc1n2CCN(Cc2ccccc2)C1)c1ccc(F)cc1	96.0	-8.3	-0.7	-3.7	-1.1	-3.7	-4.2	0.0	-2.0	1.1
O=C(/C=C/c1cccs1)N1CCN(c2ccccc2)CC1	97.0	-3.2	0.5	-3.6	-4.2	0.4	-4.2	-0.1	-0.1	1.0
Cc1cc(C)c(S(=O)(=O)Nc2ccncc2)cc1C	90.0	6.7	-0.4	-6.6	-0.3	4.1	1.7	-0.2	-2.4	-0.4
CC(Sc1cccc(C(F)(F)F)c1)C(=O)NC(N)=O (centres undefined)	98.0	-1.9	2.7	-5.1	1.3	-1.0	2.8	-0.1	-1.3	-0.9
CNC(=O)CC(CC(=O)c1ccccc1)c1ccccc1 (centres undefined)	93.0	0.0	1.0	-10.2	-4.3	12.2	8.2	-0.1	12.8	-1.7
CCOc1cc(/C=N/Nc2ncc(C)c(=O)[nH]2)ccc1O	101.0	9.6	4.0	-4.9	3.8	9.5	20.6	0.1	-2.8	-0.2
Cn1c2c(c(=O)n(C)c1=O)C(NS(=O)(=O)c1ccc(Cl)cc1)(C(F)(F)F)C(=O)N2 (centres undefined)	102.0	1.8	1.7	.	0.2	3.8	1.6	0.0	-0.1	7.6
O=S(=O)(c1ccc2c(c1)oc1ccccc12)N1CCOCC1	78.0	0.2	-1.9	-6.6	6.3	-3.7	-10.6	-0.1	-0.2	2.4
COc1ccc(C(=O)Cn2nnc(-c3ccccc3NC(=O)C(F)(F)F)n2)cc1	88.0	10.5	0.3	-2.4	2.4	-1.9	13.8	0.3	0.8	0.8
Cc1c(N=C/C=C/c2ccccc2)cnn1C	105.0	0.8	0.3	0.5	1.9	-3.6	-2.1	-0.2	-1.1	0.1
CN(Cc1c(F)cccc1Cl)C(=O)c1ccc(NC(=O)CC2SC(N3CCCCC3)=NC2=O)cc1 (centres undefined)	100.0	-0.4	2.3	-6.4	7.5	4.7	14.9	0.4	8.6	-1.4
COc1ccc(-n2cccc2/C=C2\C(=N)N3N=C(C(C)C)SC3=NC2=O)cc1	100.0	-3.2	0.9	-16.2	7.5	-10.4	3.1	-0.2	1.3	2.0

A different layout for two compounds above.
Molecule: O=C1N[C@@H](c2ccccc2)COC(=O)[C@H](Cc2ccc(F)cc2)C/C=C\C[C@H]1CC(=O)N(CCO)Cc1ccccc1
  ABCB6 inh 2: 103.0
  PDI turbidity: -0.7
  Glyco luc inh: -0.9
  CaV13 FRET inh: -9.5
  m5-HT2A agonist: 0.1
  Cardio protect: 1.3
  Vif imaging: -11.9
  aDG glyco up: 0.1
  Exocytosis inh: -4.3
  hiPSC survival: 3.3
Molecule: O=S(=O)(Nc1ccc2c(c1)nc1n2CCN(Cc2ccccc2)C1)c1ccc(F)cc1
  ABCB6 inh 2: 96.0
  PDI turbidity: -8.3
  Glyco luc inh: -0.7
  CaV13 FRET inh: -3.7
  m5-HT2A agonist: -1.1
  Cardio protect: -3.7
  Vif imaging: -4.2
  aDG glyco up: 0.0
  Exocytosis inh: -2.0
  hiPSC survival: 1.1

High-throughput results from PubChem BioAssay.

Hits appear at their usual frequency; any-hit rate near 3.1%.
